Assay outcomes (PubChem)
TbHK1 inh: Trypanosoma brucei hexokinase 1 inhibitors, primary screen, biochemical, G6PDH-coupled NADH absorbance, MLSCN library; hexokinase 1 [Trypanosoma brucei]; recombinant TbHK1, G6PDH-coupled NADH A340; inhibition, % at 10 µM; 0.11% of 220,000 active; AID 1430, 2008;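 active = inhibition of 50% or more in the single-dose primary screen; inactive = inhibition below 50%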
p97 ATPase inh: inhibitors of human p97 ATPase, primary screen, biochemical. Transitional endoplasmic reticulum ATPase (Homo sapiens), P55072. recombinant p97 ATPase, Kinase-Glo ATP luminescence, 3 h. 0.42% of 220,000 active. inhibition, % at 8 µM; in the data active = inhibition above about 15%;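 note: 0% = DMSO vehicle and 100% = wells lacking enzyme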
Runt-CBFb FRET: inhibitors of RUNX1 Runt–CBFb binding, primary screen, biochemical, FRET, Cerulean-Runt, Venus-CBFb, uHTS; AID 1496, 2009; inhibition, % at 20 µM; Cerulean-Runt/Venus-CBFb FRET ratio 530/480, 1 h; Runt-related transcription factor 1 (Homo sapiens) + Core-binding factor subunit beta …; 0.46% of 220,000 active;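 active = inhibition over about 50% at 20 µM in the single-dose screen, limit read from the data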;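 note: 0% = DMSO wells and 100% = excess unlabeled CBFb competitor control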
Target sequence (Q01196 whole entry, looked up): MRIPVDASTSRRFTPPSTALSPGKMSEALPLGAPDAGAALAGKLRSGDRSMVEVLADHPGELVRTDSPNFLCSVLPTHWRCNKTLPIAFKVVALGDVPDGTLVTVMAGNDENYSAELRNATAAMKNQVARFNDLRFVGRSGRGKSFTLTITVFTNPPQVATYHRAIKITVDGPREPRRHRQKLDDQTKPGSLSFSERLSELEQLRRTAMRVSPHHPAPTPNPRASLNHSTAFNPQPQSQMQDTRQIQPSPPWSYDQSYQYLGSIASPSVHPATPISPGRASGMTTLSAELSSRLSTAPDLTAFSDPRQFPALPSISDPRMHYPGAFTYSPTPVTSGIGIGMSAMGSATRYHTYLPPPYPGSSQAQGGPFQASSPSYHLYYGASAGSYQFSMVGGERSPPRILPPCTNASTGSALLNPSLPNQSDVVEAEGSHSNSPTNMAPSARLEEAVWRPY
Target sequence (Q13951 whole entry, looked up): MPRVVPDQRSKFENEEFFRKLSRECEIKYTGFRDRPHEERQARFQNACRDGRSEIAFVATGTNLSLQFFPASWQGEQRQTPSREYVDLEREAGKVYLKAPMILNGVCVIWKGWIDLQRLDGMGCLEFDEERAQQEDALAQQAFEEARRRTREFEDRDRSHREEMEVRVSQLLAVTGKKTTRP
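Measured by: fluorescence energy transfer, 422 nm excitation, 530/480 nm emission; Assay system: Cerulean-Runt domain; Medium: Tris pH 7.5 buffer with BSA; Measure: loss of energy transfer signal; Controls: 5 µM unlabeled CBFb as full-inhibition high control; Incubation: protein complex preformed 1 h, compound exposure 1 h, room temperature, dark.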
Runt-SMMHC FRET: inhibitors of RUNX1 Runt–CBFb-SMMHC binding, primary screen, biochemical, FRET, Cerulean-Runt, Venus-CBFb-SMMHC, uHTS. Cerulean-Runt/Venus-CBFb-SMMHC FRET ratio 530/480, 1 h. inhibition, % at 20 µM. Runt-related transcription factor 1 (Homo sapiens) + Core-binding factor subunit beta …. AID 1434, 2008. 0.74% of 220,000 active;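 active = mean inhibition across duplicate retests at 20 µM reaching about 50%, limit read from the data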;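 note: 0% = DMSO wells and 100% = wells with excess untagged CBFb-SMMHC; inhibitors lower the FRET ratio by blocking Runt binding to CBFb-SMMHC; some results filed as inactive read as strong as hits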
Furin inh: human furin inhibitors, primary screen, biochemical, fluorescence intensity. purified furin, fluorogenic substrate cleavage. 0.061% of 220,000 active. inhibition, % at 30 µM. P09958. AID 463115, 2010; in the data active = inhibition above about 25%; note: inactives centre near -15
EBV gp42 inh: Epstein-Barr virus gp42 inhibitors, primary screen, biochemical, uHTS, fluorescence polarization; Glycoprotein 42 (Epstein-Barr virus (strain AG876)), Q1HVG2; Fluorescence polarization binding assay, mP read-out; inhibition, % (tested at 21.74 µM); 0.42% of 220,000 active; in the data active = inhibition above about 50%
m-calpain inh: inhibitors of pig calpain II, primary screen, biochemical, fluorogenic peptide substrate, 1536-well. inhibition, % at 16 µM. purified calpain II, 30 min. 0.37% of 220,000 active. AID 1236, 2008;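 active = inhibition above about 50%, limit read from the data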
p47phox inh: p47phox/p22phox peptide binding inhibitors, primary screen, biochemical, uHTS, NADPH oxidase regulatory subunit; fluorescence polarization, 2 h; inhibition, % at 24.7 µM; 0.53% of 220,000 active; AID 1274, 2008;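 active = inhibition above about 30%, limit read from the data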;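 note: 0% = p47phox with labelled peptide and 100% = labelled peptide alone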
RBBP9 inh: human RBBP9 inhibitors, primary screen, biochemical, fluorescence polarization, FP-Rh probe, HTS | inhibition, % at 7.94 µM | 0.2% of 220,000 active | Serine hydrolase RBBP9 (Homo sapiens), O75884 | AID 1515, 2009 | recombinant RBBP9;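 active = inhibition above the campaign mean of all tested compounds plus 3 SD, cut at about 14% in these data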;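 note: plate controls were DMSO wells with RBBP9 for no effect and wells lacking RBBP9 protein for full effect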
Target sequence (O75884 whole entry, looked up): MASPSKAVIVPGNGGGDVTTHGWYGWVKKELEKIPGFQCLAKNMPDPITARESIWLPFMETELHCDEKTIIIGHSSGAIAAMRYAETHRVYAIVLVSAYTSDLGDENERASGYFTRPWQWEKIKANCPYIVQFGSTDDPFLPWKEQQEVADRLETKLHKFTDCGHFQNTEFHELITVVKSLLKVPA
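Measured by: FP readout at 525/598 nm; material: recombinant human RBBP9; also added: Serine-hydrolase probe FP-Rh, 375 nM pre-mixing; medium: Tris buffer pH 8.0, NaCl, Pluronic; replication: one well per compound; doses: one concentration, 7.94 µM nominal, 0.794% DMSO; timing: preincubation 30 min plus labeling 45 min at 25 °C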
Active calls of the source: *; / = no result given; [ ] = another dose, or the depositor's remark.

SMILES	TbHK1 inh	p97 ATPase inh	Runt-CBFb FRET	Runt-SMMHC FRET	Furin inh	EBV gp42 inh	m-calpain inh	p47phox inh	RBBP9 inh
O=c1c(Cl)c(Cl)cnn1-c1ccccc1	-4	8	1	-1	-17	-8	-6	-7	-1
CCN(c1cccc(C)c1)S(=O)(=O)c1ccc2c(c1)CCN2C(C)=O	4	1	-7	4	-18[20 µM]	-9	-4	-15	1
Cc1cccc(Nc2nnc(SCC(=O)c3ccc(Br)s3)s2)c1C	-7	-2	3	-15	-14	-46	-9	-173	-9
COc1cccc(C2=NN(C(=O)c3ccccc3)C(O)(C(F)(F)F)C2)c1 (stereo not given)	2	-7	0	-7	2[20 µM]	-20	5	-26	0
Fc1ccc(-c2nn3c(C4COc5ccccc5O4)nnc3s2)cc1 (stereo not given)	2	1	40	26	-15	-12	-23	-8	-5
C=CCn1c2ccccc2c2nnc(SCc3ccc4nonc4c3)nc21	-25	-1	1	-3	-23	-10	-138	-7	-8
CCc1nc(NC(C)C)c2oc3ccccc3c2n1	-8	6	/	-3	-24	4	-10	-10	-4
CCSc1ncc(Cl)c(C(=O)N(Cc2ccc(N(C)C)cc2)C2CCS(=O)(=O)C2)n1 (stereo not given)	-7	1	6	0	-29[20 µM]	-18	-4	-7	-8
COc1ccc(-c2nnn(-c3cc(Cl)cc(Cl)c3)c2N)cc1	-12	8	-1	-3	-19	-13	-8	10	-4
O=S(=O)(c1ccccc1)c1nc(-c2ccco2)oc1NCc1cccnc1	-11	8	-3	0	-18	-6	11	-8	6
CN1c2ccsc2C(O)=C(C(=S)Nc2ccccc2)S1(=O)=O	-47	5	53*	91*	-18[20 µM]	-14	5	-10	5
Cc1ccc2c(c1)N(C(C)C(=O)NCc1ccccn1)C(=O)CO2 (stereo not given)	4	-2	2	0	-13	30	15	17	-2
Cc1nc(NC(=S)NC(=O)c2ccccc2)sc1C	-8	10	0	-4	-20	-8	13	3	5
COc1ccc(NC2CC(=O)N(c3ccc(C(=O)O)cc3)C2=O)cc1 (stereo not given)	8	0	-1	-2	8	-2	19	-6	1
COc1ccc(NC(=O)C(c2ccc(OC)cc2)N(C)C(=O)CNC(C)=O)cc1 (stereo not given)	24	6	-3	-6	-6	10	14	0	-2
COc1cc(Nc2cc(C)nc3nc(C)nn23)cc(OC)c1OC	-2	-2	1	-2	-21	-4	15	11	-13
Cc1ccc(-n2c(O)cnc2Nc2nc(C)cc(C)n2)cc1	3	4	8	34	-24	0	21	5	0
O=C1CN(C(=O)COC(=O)CCNS(=O)(=O)c2ccc(Cl)cc2)c2ccccc2N1	0	3	-1	-1	-23	-9	-14	-3	-7
FC(F)(F)c1cc(-c2cccs2)nc(NCc2ccco2)n1	-3	-2	-2	-4	-17	-13	-31	-10	-4
OCCOCCOc1ccc(-c2nn[nH]n2)cc1	1	3	-1	-2	-27	-2	-1	5	-4
CC1=C(C#N)C(c2ccoc2)C(C(=O)OCc2ccccc2)=C(N)S1 (stereo not given)	-8	4	0	3	15[20 µM]	3	-12	-27	-10
COC(=O)C1=C(C(=O)OC)[C@@H]2N(C)c3ccccc3[C@@]23C[C@@H](C(=O)OC)N(C(=O)c2ccc(Br)cc2)C3=N1	-26	/	-3	2	-31	-4	-51	-2	/
CC(C)OC(=O)CSc1nnc(-c2ccccn2)n1C	50	-5	1	1	0	4	-47	-56	-4
CCC(=O)N1CCc2cc(S(=O)(=O)CCC(=O)NCc3cccs3)ccc21	29	1	-1	-5	-12	2	21	7	0
O=C(O)C1=C[C@@H](c2ccc(Br)cc2)C[C@@H](OCc2ccc(CO)cc2)O1	0	5	-2	0	-28	0	-5	/	-1
COc1ccc(CNC(=O)c2cc(COc3c(F)cccc3F)on2)cc1OC	-10	0	-2	-9	-30	3	-10	6	7
O=C(NCCN1CCOCC1)C1CCC(CNS(=O)(=O)c2ccc(Cl)cc2)CC1 (stereo not given)	-4	1	3	3	-7[20 µM]	-15	6	-2	4
O=C(O)c1ccc(-n2cccn2)nc1	0	5	2	2	-33	10	-13	-2	-7
O=C(CN1C(=O)C2C3C=CC(C4CC34)C2C1=O)OCC(=O)c1ccccc1 (stereo not given)	34	2	0	-4	-18	-9	-4	5	-1
COC(=O)c1cc(C)sc1NC(=O)c1cccnc1	-16	2	-1	-3	-11[20 µM]	2	-36	-6	1
COc1ccccc1-c1csc(Cc2nnc3n2CCCCC3)n1	3	-3	-4	2	-10[20 µM]	-17	4	-3	0
Cc1noc(/C=C/c2cccs2)c1S(=O)(=O)N1CCC(C(=O)NCCCN2CCCC(C)C2)CC1 (stereo not given)	-21	0	-2	1	2	-2	-14	-16	5
Cc1nnc(Nc2ccc(Cl)cc2)n(N)c1=O	-10	2	-2	0	-9[20 µM]	2	-3	-15	-11
COC(=O)C1(CO)NC(c2cccs2)C2C(=O)N(c3ccccc3)C(=O)C21 (stereo not given)	1	3	1	2	-25	22	-10	-18	-10
CCOC(=O)CN1C(=O)C(O)=C(C(C)=O)C1c1ccc(F)cc1 (stereo not given)	-15	5	-2	-1	-19	-4	-5	-4	-7
C#CC(C)(C)NC(=S)NC1CC2C=CC1C2 (stereo not given)	-3	10	1	2	-26	-22	-15	-6	0

Single records, from the list above. Order of screens: TbHK1 inh	p97 ATPase inh	Runt-CBFb FRET	Runt-SMMHC FRET	Furin inh	EBV gp42 inh	m-calpain inh	p47phox inh	RBBP9 inh
COc1ccc(-c2nnn(-c3cc(Cl)cc(Cl)c3)c2N)cc1 across the screens: -12	8	-1	-3	-19	-13	-8	10	-4
O=c1c(Cl)c(Cl)cnn1-c1ccccc1 across the screens: -4	8	1	-1	-17	-8	-6	-7	-1

Additional records.
SMILES	TbHK1 inh	p97 ATPase inh	Runt-CBFb FRET	Runt-SMMHC FRET	Furin inh	EBV gp42 inh	m-calpain inh	p47phox inh	RBBP9 inh
O=C(N/N=C/c1ccco1)/C(=C/c1cccc([N+](=O)[O-])c1)NC(=O)c1ccccc1	-35	3	-4	0	-4[20 µM]	-13	-22	-6	8
c1cncc(C2OCC3(CO2)COC(c2cccnc2)OC3)c1 (stereo not given)	4	-2	-2	-1	-18	-7	14	5	-9
C(=N\Nc1nc2ccccc2[nH]1)/c1cccc2nccnc12	-17	3	-2	0	-17	-14	-20	-19	-3
O=C(Nc1ccccc1-c1ccccc1)C(c1ccccc1)c1ccccc1	12	-1	-3	3	-3	17	17	-2	-1
COC(=O)Nc1nc(C)c(C(=O)c2ccccc2)s1	-13	0	1	-10	-17[20 µM]	-11	33	-6	-3
CCOC(=O)c1ccc(NC(=O)C(=O)NCC2CCCO2)cc1 (stereo not given)	0	1	-3	-1	-15[20 µM]	-19	-10	-2	-4
Cc1ccc(CSCC(=O)N/N=C/c2sccc2C)cc1	-15	-7	2	-2	-9[20 µM]	-18	-1	-3	-4
Cc1cc(C)cc(NC(=O)CSc2nnc(CNC(=O)c3cccs3)o2)c1	-4	7	0	-1	-19[20 µM]	-10	11	-13	5
Oc1cccc(C(=S)N2CCCCC2)c1	0	4	47	22	-41	-21	-26	0	2
COc1ccccc1CNC(=O)CN(c1ccc(C)cc1)S(=O)(=O)c1c(C)nn(C)c1C	-14	-5	-3	-4	-18	-19	-9	-5	-3
C=CCOc1ccc(C2C(C(=O)c3ccco3)=C(O)C(=O)N2c2nnc(C)s2)cc1 (stereo not given)	-11	6	/	/	-18	43	-52	-13	-13
O=C(NCNC(=O)c1ccccc1)c1ccccc1	5	-1	-1	-1	-9[20 µM]	-13	-16	-15	-2
CC(C)(C)C(=O)Cn1c(=N)n(Cc2ccccc2Cl)c2ccccc21	6	-4	0	4	-17[20 µM]	-4	-14	-8	4
Cc1ccc(S(=O)(=O)N(C)C)cc1NC(=O)c1ccc2ccccc2n1	-2	-9	0	-2	-11	-7	17	-9	-3
CCc1ccccc1N1CCN(S(=O)(=O)c2ccc(F)c(C)c2)CC1	2	-2	1	0	-25[20 µM]	-4	-5	-5	-9
CN1CCN(C(=S)c2cn(CCOc3ccccc3)c3ccccc23)CC1	4	-7	-8	-7	-1	6	25	0	-6
Cc1ccc(Oc2ccccc2)c(NC=O)c1	6	2	0	1	-17	-17	-28	-14	-3
CN1CCN(c2ccc([N+](=O)[O-])cc2C(=O)N2CCCCC2)CC1	-15	6	-2	-1	-24	-5	-8	-6	-6

Among those listed so far, seven contain a Cl atom:
SMILES	TbHK1 inh	p97 ATPase inh	Runt-CBFb FRET	Runt-SMMHC FRET	Furin inh	EBV gp42 inh	m-calpain inh	p47phox inh	RBBP9 inh
O=c1c(Cl)c(Cl)cnn1-c1ccccc1	-4	8	1	-1	-17	-8	-6	-7	-1
CCSc1ncc(Cl)c(C(=O)N(Cc2ccc(N(C)C)cc2)C2CCS(=O)(=O)C2)n1 (stereo not given)	-7	1	6	0	-29[20 µM]	-18	-4	-7	-8
COc1ccc(-c2nnn(-c3cc(Cl)cc(Cl)c3)c2N)cc1	-12	8	-1	-3	-19	-13	-8	10	-4
O=C1CN(C(=O)COC(=O)CCNS(=O)(=O)c2ccc(Cl)cc2)c2ccccc2N1	0	3	-1	-1	-23	-9	-14	-3	-7
O=C(NCCN1CCOCC1)C1CCC(CNS(=O)(=O)c2ccc(Cl)cc2)CC1 (stereo not given)	-4	1	3	3	-7[20 µM]	-15	6	-2	4
Cc1nnc(Nc2ccc(Cl)cc2)n(N)c1=O	-10	2	-2	0	-9[20 µM]	2	-3	-15	-11
CC(C)(C)C(=O)Cn1c(=N)n(Cc2ccccc2Cl)c2ccccc21	6	-4	0	4	-17[20 µM]	-4	-14	-8	4
